Lipid droplet: modulators of hepatic lipid droplet formation | 0.4% of 240,000 active | inhibition, % at 6.5 µM | AML12 mouse hepatocytes, oleate lipid droplets, BODIPY imaging;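 active = lipid droplet intensity inhibited by at least 50%, with more than 500 cells counted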
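Assay system: AML12 mouse liver cells | Compound dosing: One dose, 6.5 µM compound | Read-out basis: Droplet intensity reduction, % inhibition | Measured by: Fluorescence imaging, 20x objective, two fields per well | Schedule: Overnight treatment with compound plus oleate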
SIAH1 antagonists: Siah-1 peptide-binding antagonists, primary screen, biochemical, fluorescence polarization, rhodamine-plectin, uHTS (AID 1817). Siah-1 / rhodamine-plectin peptide fluorescence polarization; higher % means a stronger effect. one-dose displacement, % at 20 µM; IC50 in µM for titrated hits. 0.02% of 290,000 active;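 active = displacement of at least 50% at 20 µM, with a fluorescence ratio check between 0.3 and a set limit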;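 note: plate controls were Siah plus tracer with DMSO for no effect and tracer alone without Siah for full effect; strong numbers were not always called active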
P. falciparum M1AAP: malaria alanyl aminopeptidase activity blockers – biochemical, fluorogenic H-Leu-NHMec substrate, 1536-well (AID 1445). recombinant M1AAP, H-Leu-NHMec fluorogenic kinetic assay; higher % means a stronger effect. one-dose inhibition, % at 30 µM; IC50 in µM for titrated hits. 0.42% of 220,000 active;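 active = primary inhibition above the hit cutoff, then over 50% inhibition at one or more dose response concentrations, cut at about 23% in these data, passing the limit was not always enough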;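 note: plate controls were DMSO full reaction for no effect and no enzyme background for full effect; strong numbers were not always called active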
PMI inhibitors: MPI enzyme activity inhibition – biochemical, fluorescence intensity, coupled assay, primary screen (AID 1209); inhibition, % at 20 µM, or IC50 in µM where a hit was titrated; 0.42% of 190,000 active; purified PMI enzyme, coupled fluorescence intensity; higher % means a stronger effect;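 note: plate controls were DMSO vehicle for no effect and wells lacking substrate for full effect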
human PMI inhibitors: MPI inhibition at elevated mannose 6-phosphate – biochemical, fluorescence intensity, high mannose 6-phosphate, primary screen (AID 1220); inhibition, % at 20 µM; hits with a dose series show IC50 in µM; 0.66% of 190,000 active; recombinant PMI enzyme, coupled fluorescence intensity; higher % means a stronger effect
TNAP activation fold: stimulation of alkaline phosphatase TNAP activity – biochemical, luminescent, no phosphate acceptor, uHTS, primary screen (AID 1001); purified TNAP, luminescent activation assay, no phosphate acceptor; higher activation fold means a stronger effect; activation fold at 20 µM, or EC50 in µM where a hit was titrated; 0.03% of 200,000 active; in the data active = activation fold from about 3, or a potency from the dose series; inactive = the rest, 99 in 100 with activation fold below about 1.6; note: many of its hits are not listed in these tables
M17LAP inhibition: P. falciparum M17LAP inhibitors, primary screen, biochemical, fluorogenic H-Leu-NHMec substrate, 1536-well (AID 1619); 0.38% of 220,000 active; inhibition, % at 30 µM, or IC50 in µM where a hit was titrated; recombinant M17LAP, H-Leu-NHMec fluorogenic kinetic assay; higher % means a stronger effect;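 active = compound inhibiting the enzyme by more than half at any dose during confirmatory dose-response retesting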;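 note: plate controls were full reaction with DMSO carrier for no effect and no enzyme background for full effect; strong numbers were not always called active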
XIAP displacement: XIAP antagonists, biochemical, IAP family, fluorescence polarization (AID 1018) | XIAP BIR domain, fluorescence polarization peptide displacement; higher % means a stronger effect | displacement, % at 20 µM; hits with a dose series show IC50 in µM | 0.007% of 200,000 active; in the data active = displacement above about 50%; note: a part of the inactive calls stands beside numbers as strong as those of hits
K1F lysis inhibition: inhibition of K1F phage lysis, E. coli UTI89, bacterial capsule biogenesis inhibitors, alamar blue (AID 488966). E. coli UTI89 K1F phage lysis, alamar blue, 2 h; higher % means a stronger effect. one-dose inhibition, % at 100 µM; IC50 in µM for titrated hits. 0.02% of 340,000 active;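 active = phage lysis inhibition, versus mean bacterial control, above a set limit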;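 note: capsule biogenesis inhibitors block K1F phage lysis so surviving cells raise fluorescence; higher fluorescence means more inhibition of phage lysis; actives were called in the ten point dose series up to 300 µM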
Lipid droplet cells 6.5 µM: further read-out of Lipid droplet, marked with its call; cell count; measured here: cell count, cytotoxicity flag;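 cells counted across two imaged fields per well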
An asterisk follows results filed as active; x = no result given; [ ] = dose if it differs, or a comment. Cut-off read from the data, not from the text of the source, unless noted: active = inhibition above about 50%; inactive = the rest. Hits appear at their usual frequency; about 1.9% have a hit in one of these screens.

SMILES	Lipid droplet	Lipid droplet cells 6.5 µM	SIAH1 antagonists	P. falciparum M1AAP	PMI inhibitors	human PMI inhibitors	TNAP activation fold	M17LAP inhibition	XIAP displacement	K1F lysis inhibition
Cc1nn(CC(=O)N2CCN(C)CC2)c(=O)c2ccccc12	0	727	12%	-4%	-2%	3%	1.1	3%	-6.1%	0.4%
CCOc1cc2c(C#N)c(N3CCNCC3)nc(N)c2c(N)n1	-9	763	24%	3%	65%*	x	1.1	-58%	-4.6%	0.1%
O=C(C(Sc1ccccc1)c1ccccc1)N1CCOCC1 (stereo not given)	-10	584	4%	0%	7%	-6%	1.1	-1%	-7.5%	0.2%
C/C(=N\NC1=NCCN1)c1ccc(N)c([N+](=O)[O-])c1	14	712	-7%	-6%	x	x	x	-10%	x	0.9%
C=CCNC(=O)CSc1cc([N+](=O)[O-])cc(S(=O)(=O)Cc2ccccc2)c1	5	589	1%	9%	-27%	-25%	1	2%	-1.0%	1.5%
CC(C)(C)C(=O)Nc1ccc(C(=O)OC2CCCCC2)cc1	1	741	-2%	-4%	2%	-4%	1	14%	-1.4%	0.9%
OC(CNCc1ccco1)COc1ccccc1 (stereo not given)	x	x	7%	2%	-6%	-2%	1.1	8%	-1.2%	0.5%
CCOCCN(C(=O)COC)c1cccc(OC)c1	x	x	-2%	-5%	2%	14%	1	-10%	-4.8%	-1.7%
O=C(Cc1ccc(Br)cc1)N1CCN(c2ccccc2O)CC1	11	791	-3%	6%	11%	3%	1	-2%	-2.4%	3.3%
CC(C)(C)C(=O)Nc1ccnc(-c2cccnc2)n1	x	x	4%	-11%	-3%	-10%	1.1	-7%	-2.6%	x
COC(=O)NC1CCS(=O)(=O)C1 (stereo not given)	2	754	2%	18%	1%	11%	1.1	13%	-6.4%	2.9%
Brc1ccc2[nH]c3c(NCc4ccccn4)ncnc3c2c1	-22	690	-3%	10%	x	x	x	0%	x	x
Cc1cccc(-c2nnn(Cc3nnc(NC(=O)c4ccccc4)s3)n2)c1	x	x	-1%	5%	1%	-2%	1.1	-6%	-4.1%	0.0%
COc1ccc(-c2[nH]ncc2CN(C)C(C)c2ccon2)cc1F (stereo not given)	-3	654	1%	3%	7%	1%	0.9	23%	-1.0%	0.7%
CCOc1ccccc1C1C(C#N)=C(SCC(=O)OC)NC(=O)C1C(=O)OC (stereo not given)	x	x	5%	2%	12%	10%	1.1	4%	-8.7%	0.4%
COC(=O)c1ccccc1NC(=O)CNC(=O)c1ccc(OC)cc1	-1	763	2%	3%	-9%	-1%	1	-2%	-7.3%	0.0%
Cc1ccccc1OCC(=O)Nc1nc2ccccc2[nH]1	8	696	8%	6%	4%	7%	1.2	3%	-2.2%	-0.3%
Cn1cc(CN2CCN(c3ccc(Cl)cn3)CC2)c(-c2ccccc2F)n1	-1	725	9%	-3%	23%	20%	1.1	0%	-4.3%	0.3%
N#C/C(=C/c1cn(-c2ccccc2)nc1-c1cccc(S(=O)(=O)N2CCCC2)c1)C(=O)NCc1ccco1	-18	611	17%	-1%	-14%	1%	1	10%	-5.0%	-0.1%
O=C1CCC([N+](=O)[O-])C(c2ccc(Br)cc2)N1 (stereo not given)	15	642	3%	0%	-4%	-1%	1.1	-6%	-6.3%	3.0%
CC1(C)CC(=O)c2cnc(N)nc2C1	x	x	-3%	-6%	-4%	-3%	1.1	-3%	-3.3%	1.9%
CCOC(=O)c1c(NC(=O)Cn2nc(C(F)(F)F)cc2C)sc(C)c1C	-1	744	-8%	0%	10%	-1%	1.1	-8%	-3.4%	0.5%[50 µM]
O=[N+]([O-])c1ccccc1Oc1cnc2ccccc2n1	19	733	2%	0%	-5%	-12%	1.1	6%	-6.5%	0.2%
FC(F)(F)c1cccc(N2CCN(Cc3cccnc3)CC2)c1	4	663	9%	3%	16%	9%	1.2	4%	-1.5%	2.4%
COc1ccc(C(CC(=O)O)NC(=O)C2CCCCC2)cc1 (stereo not given)	x	x	-1%	-3%	-6%	-9%	1.1	4%	-6.8%	0.2%
CCOC(=O)C1CN(S(=O)(=O)c2ccccc2)C1	x	x	4%	14%	1%	-9%	1.1	-13%	-0.9%	0.5%
Cc1cccc(OCCCC(=O)Nc2ccc(S(=O)(=O)N3CCCC3)cc2)c1	6	791	3%	1%	6%	4%	1.1	5%	0.4%	0.4%
Clc1ccc(Nc2ccccc2)nn1	4	711	7%	1%	x	x	x	2%	x	-0.5%
CCOC(=O)CNC(=O)CSc1cc(C)nc2ccc(OC)cc12	-1	718	7%	4%	8%	4%	1.1	-10%	-6.3%	-0.7%
CC1CCCN(CCCNC(=O)c2cc3c(Cl)nc4ccccc4c3s2)C1 (stereo not given)	-4	679	-4%	2%	-12%	-16%	1.1	2%	-4.4%	-0.1%
COc1ccc(S(=O)(=O)N2CCSC2c2ccc(OC)c(OC)c2)cc1 (stereo not given)	x	x	-1%	11%	-12%	-17%	1	4%	-2.5%	0.2%
COc1cc(/C=C2\SC(=Nc3ccc(F)cc3)N(c3ccc(F)cc3)C2=O)ccc1OCC(=O)O	-2	671	10%	16%	23%	-6%	1.1	38%	-2.0%	x
OC(COc1ccccc1)CN1CCN(Cc2ccc3c(c2)OCO3)CC1 (stereo not given)	0	666	-5%	6%	-16%	-26%	1.1	4%	-8.8%	0.5%
CC1(C)CNC(=O)c2sc(N3CCCCC3)nc2C1	2	779	0%	5%	0%	-2%	1.1	4%	-6.6%	0.1%
Cc1cc(Cl)ccc1NC(=O)Nc1c(C)n(-c2ccccc2)c(=O)n1C	3	768	4%	-3%	0%	-6%	1.1	29%	-5.4%	3.5%
O=C(N/N=C/c1nn(-c2ccccc2)cc1-c1ccccc1)c1ccncc1	8	721	4%	11%	3%	10%	1.1	8%	1.4%	0.4%[50 µM]
COc1ccc(Cl)cc1N(CC(=O)N/N=C/c1ccc(OC(C)C)cc1)S(=O)(=O)c1ccc(C)c([N+](=O)[O-])c1	7	650	1%	20%	18%	-4%	1.1	11%	-2.2%	3.4%[50 µM]
O=C(COc1ccc(-c2nnco2)cc1)N1CCN(S(=O)(=O)c2ccccc2)CC1	x	x	1%	0%	-3%	8%	1	12%	-5.0%	4.8%
N/C(=N\S(=O)(=O)c1cc(C(F)(F)F)cc(C(F)(F)F)c1)c1cccs1	4	738	-4%	4%	x	x	x	-2%	x	0.9%
O=S(=O)(NCC(Nc1ccc(Cl)cc1)c1ccccc1)c1ccccc1 (stereo not given)	-15	576	6%	0%	16%	6%	1.1	-16%	-4.5%	-0.9%
O=C(N/N=C\c1cccnc1)c1cc(-c2ccc(Cl)s2)[nH]n1	-14	627	18%	2%	1%	-5%	0.2	10%	-2.6%	0.1%
O=C1N/C(=N\N=C\c2cccnc2)SC1Cc1ccc(SC(F)F)cc1 (stereo not given)	1	678	-4%	5%	-12%	-19%	1	1%	-5.5%	0.2%
CC(=O)N/N=C/c1cc([N+](=O)[O-])ccc1OCCOc1ccccc1	12	754	4%	4%	-4%	-3%	1.1	-3%	-2.7%	1.6%
CC1(C)CC(=O)C2=C(C1)N(c1ccccc1C#N)C(N)=C(C#N)C2c1cccs1 (stereo not given)	-35	773	2%	8%	5%	4%	1	4%	-8.0%	0.2%
CCOC(=O)N1CCC(N2CCN(c3cc(C)ccc3C)CC2)CC1	x	x	-2%	-1%	-8%	-13%	1.1	-158%	-6.7%	0.5%
Cn1c(=O)c2cc(S(=O)(=O)N3CCOCC3)ccc2n(C)c1=O	5	733	2%	-5%	7%	6%	1.1	-9%	-3.5%	1.7%
COc1ccc(NS(=O)(=O)CC(C)C)c(OC)c1	21	659	-7%	1%	-5%	9%	1.1	16%	-7.8%	5.8%
Cc1cc(Cl)ccc1NC(=S)N1CCN(Cc2ccccc2)CC1	2	659	5%	4%	14%	13%	1.1	8%	0.4%	1.9%
O=C(O)CN1CCN(c2ncc(C(F)(F)F)cc2Cl)CC1	4	743	17%	0%	4%	8%	1	2%	-6.6%	1.9%
COc1ccc(-c2nsc3c(SCc4ccccc4)ncnc23)cc1	-14	674	-7%	0%	1%	4%	1	-18%	-4.0%	0.5%
Cc1ccc(OCCn2cnc3cc([N+](=O)[O-])ccc3c2=O)cc1	-6	638	-5%	0%	-22%	-1%	1	0%	-8.5%	0.2%
Oc1ccc(-c2[nH]ncc2-c2ccc(Cl)cc2)c(O)c1	x	x	6%	3%	3%	0%	1.1	9%	-0.2%	0.0%
CN(C(=O)COC(=O)c1ccc2c(=O)n3c(nc2c1)CCC3)C1CCS(=O)(=O)C1 (stereo not given)	-1	720	0%	4%	-4%	-7%	1.1	-2%	-1.6%	0.3%
N#CCOc1nc(N2CCOCC2)nc(N2CCOCC2)n1	6	676	-2%	-1%	2%	4%	1	-3%	-3.6%	0.3%
O=C(CSc1ccc(-c2ccco2)nn1)Nc1ccccc1	3	731	34%	14%	3%	4%	1	16%	-8.6%	0.4%
NC(=O)CSc1nnc(-c2ccc3c(c2)OCO3)o1	-9	705	0%	0%	-4%	-3%	1.1	0%	-6.7%	x
CNC(=O)COc1ccc(Cl)c2cccnc12	20	697	0%	0%	-30%	34%	1	-11%	-7.4%	-0.3%
O=C(Nc1ccc(-c2cn3ccccc3n2)cc1)c1ccco1	5	746	-5%	7%	-4%	-3%	1	-14%	-3.5%	2.4%[50 µM]
O=C(COc1ccc(Cl)cc1)NCCCn1ccnc1	x	x	1%	22%	-10%	7%	1	9%	-5.1%	-0.6%
Cc1[nH]nc2ncc(C(=O)c3ccccc3O)cc12	x	x	-3%	11%	-6%	-5%	1	-2%	-2.8%	-0.3%

In another format: 2 of the compounds above
Below each SMILES – Lipid droplet, Lipid droplet cells 6.5 µM, SIAH1 antagonists, P. falciparum M1AAP, PMI inhibitors, human PMI inhibitors, TNAP activation fold, M17LAP inhibition, XIAP displacement, K1F lysis inhibition
NC(=O)CSc1nnc(-c2ccc3c(c2)OCO3)o1
    -9, 705, 0%, 0%, -4%, -3%, 1.1, 0%, -6.7%, x
CNC(=O)COc1ccc(Cl)c2cccnc12
    20, 697, 0%, 0%, -30%, 34%, 1, -11%, -7.4%, -0.3%

Continued:
SMILES	Lipid droplet	Lipid droplet cells 6.5 µM	SIAH1 antagonists	P. falciparum M1AAP	PMI inhibitors	human PMI inhibitors	TNAP activation fold	M17LAP inhibition	XIAP displacement	K1F lysis inhibition
c1ccc2c(CNn3cnnc3)cccc2c1	-1	519	-2%	-2%	17%	12%	1.2	-1%	-3.1%	1.5%
O=C1c2ccccc2C(=O)N1c1ccc(-c2nc3ccccc3o2)cc1	x	x	-8%	-1%	-3%	-4%	1.1	-6%	-14%	x
C=C1SC(Nc2c(C)cccc2C)=NC12CCCCC2	4	655	-1%	2%	x	x	x	4%	x	x
CCN1CCN(C(=O)Nc2cccc3ccccc23)CC1	-6	771	0%	9%	10%	7%	1.1	10%	0.2%	0.6%
Cc1ccc(NC(=S)NNC(=S)NCc2ccccc2)cc1	x	x	6%	-3%	13%	8%	1.1	18%	-1.3%	1.1%
